High-throughput results (PubChem)
Keap1-Nrf2 PPI = Keap1-Nrf2 protein-protein interaction inhibitors, primary screen, biochemical, fluorescence polarization, single point | Kelch-like ECH-associated protein 1 (Homo sapiens), Q14145 | Keap1 Kelch-Nrf2 peptide fluorescence polarization, 1536-well | inhibition, % at 9.4 µM | 340,000 compounds, 0.15% hits; in the data active means inhibition above about 12%; inconclusive means no clear call, values can overlap the other calls; inactive means below about 7.3%;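 further: human Keap1 Kelch domain with fluorescein labeled Nrf2 9mer peptide probe; 0% = neutral control wells and 100% = peptide positive control; higher means more block of Keap1 binding to Nrf2 peptide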
Target sequence (Q14145 whole entry, looked up, the tested form may be a part): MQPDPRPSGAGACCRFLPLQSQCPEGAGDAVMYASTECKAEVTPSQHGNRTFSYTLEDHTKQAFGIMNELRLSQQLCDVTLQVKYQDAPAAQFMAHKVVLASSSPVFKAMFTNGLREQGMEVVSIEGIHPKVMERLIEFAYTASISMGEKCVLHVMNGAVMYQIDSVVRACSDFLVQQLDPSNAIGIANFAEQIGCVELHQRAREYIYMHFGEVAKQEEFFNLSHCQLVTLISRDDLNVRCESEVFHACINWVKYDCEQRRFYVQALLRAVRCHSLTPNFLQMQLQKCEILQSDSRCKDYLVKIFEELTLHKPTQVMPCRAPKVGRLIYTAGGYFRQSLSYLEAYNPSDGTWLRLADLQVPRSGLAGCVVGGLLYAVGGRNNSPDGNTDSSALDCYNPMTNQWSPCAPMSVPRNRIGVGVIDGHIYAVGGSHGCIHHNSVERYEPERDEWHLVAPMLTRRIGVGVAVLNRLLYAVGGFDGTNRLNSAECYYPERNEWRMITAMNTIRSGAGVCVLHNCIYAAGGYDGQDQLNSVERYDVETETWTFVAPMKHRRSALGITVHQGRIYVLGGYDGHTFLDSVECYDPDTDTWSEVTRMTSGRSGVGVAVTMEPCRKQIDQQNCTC
SR-BI DiI-HDL act = activators of SR-BI mediated DiI-HDL uptake, primary screen, ldlA[mSR-BI] CHO cells, DiI fluorescence; 3 h; 100 = double the neutral-control signal; activation, % at 12.5 µM; 320,000 compounds, 0.096% hits; AID 504775, 2011;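 active means mean replicate activation of at least 60% and every replicate at or above 60%; inconclusive means mean or all-replicate condition met, but not both; inactive means mean below 60% and not all replicates reaching 60%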;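 further: 0% = median plate neutral-control signal and 100% = twice that signal; values of inactives mirror those of a sister screen read the other way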
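material = CHO ldlA[mSR-BI] cells | medium = Ham's F12 with 0.5% BSA, HEPES 25 mM, pH 7.4 | reagent = fluorescent DiI-HDL, 10 µg/mL final | compound dosing = single-point compound dose | incubation = 3 h, 37 °C | measured by = bottom-read fluorescence, 550/595 nm | measure = HDL uptake via cellular fluorescence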
SR-BI DiI inh = inhibitors of SR-BI mediated HDL lipid uptake, primary screen, ldlA[mSR-BI] cells, fluorescence, single point | AID 488896, 2010 | ldlA[mSR-BI] CHO cells, DiI-HDL uptake fluorescence, 3 h | inhibition, % at 12.5 µM | 320,000 compounds, 0.96% hits;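 active means mean replicate inhibition of at least 70% and a set share of replicates each scoring 70 or more; inconclusive means meets just one of the two criteria; inactive means fails both criteria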;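 further: 0% = median of neutral control wells and 100% = median of positive control wells; values of inactives mirror those of a sister screen read the other way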
Arr AP2 block = inhibitors of beta-arrestin/AP2 binding, primary screen, biochemical, GPCR trafficking, flow cytometry | beta-arrestin 1 C-terminal peptide binding to AP2 beta2-adaptin appendage (human) | FITC-arrestin peptide / GST-AP2 beads; AP2 beta2 appendage carries R879A mutation | inhibition, % at 10 µM | 340,000 compounds, 0.31% hits;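 active means inhibition above a set limit, near 3 SD of compounds lacking own fluorescence, cut at about 54% in these data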;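 further: plate controls were DMSO wells for no effect and 5 µM unlabelled arrestin peptide for full effect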
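System: GST-AP2 R879A glutathione beads; medium: PBS, Tween 20 0.05%, BSA 0.1%; reagent: fluorescein-tagged arrestin peptide at 50 nM final; schedule: pre-incubation 12 min, peptide binding 1 h, room temperature; detection: flow cytometry, FL1 (488/535 nm); read-out: inhibition as reduced fluorescein signal on beads, percent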
DAGLB inh = DAGLB lipase inhibitors, primary screen, biochemical, fluorescence, HTS | Diacylglycerol lipase-beta (Homo sapiens), Q8NCG7 | HEK293T DAGLB membrane lysate, EnzChek fluorogenic substrate | inhibition, % at 5.17 µM | 340,000 compounds, 0.059% hits; in the data active means inhibition above about 34%;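 further: 0% = enzyme with vehicle and 100% = wells lacking enzyme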
PKA-R2B activ = activators of PKA-R2B holoenzyme, primary screen, biochemical, fluorescence polarization, Cy5-IP20, human; AID 504700, 2011; activation, % at 11.4 µM; cAMP-dependent protein kinase catalytic subunit beta (Homo sapiens) + cAMP-dependent …; PKA-R2B holoenzyme dissociation; R2B truncated from residue 108, S112A mutant; 0% DMSO only, 100% 113 µM cGMP; 340,000 compounds, 0.079% hits;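 active means activation above a cutoff set at the mean over all compounds plus 3 SD, cut at about 18% in these data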;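 further: higher means more holoenzyme dissociation and a rise in polarization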
Target sequence (P31323 whole entry, looked up, other chains not shown, the tested form may be a part): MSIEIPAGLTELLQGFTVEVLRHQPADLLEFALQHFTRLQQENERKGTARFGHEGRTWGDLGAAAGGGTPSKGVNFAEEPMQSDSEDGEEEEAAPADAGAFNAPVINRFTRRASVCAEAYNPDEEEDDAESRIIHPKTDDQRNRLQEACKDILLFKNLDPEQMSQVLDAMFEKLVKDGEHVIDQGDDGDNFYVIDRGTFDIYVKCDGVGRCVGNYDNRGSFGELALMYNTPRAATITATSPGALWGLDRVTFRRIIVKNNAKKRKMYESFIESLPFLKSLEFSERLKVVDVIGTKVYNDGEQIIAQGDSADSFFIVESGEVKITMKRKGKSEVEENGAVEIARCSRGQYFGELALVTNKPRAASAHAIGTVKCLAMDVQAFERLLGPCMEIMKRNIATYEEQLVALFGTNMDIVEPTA
RTF Ca sens inh = cardiac RTF calcium sensitivity inhibitors, primary screen, biochemical, IANBD-TnC fluorescence, EC70 calcium | 340,000 compounds, 0.12% hits | IANBD-labeled cardiac RTF, Ca2+ fluorescence | inhibition, % at 7.15 µM | AID 493244, 2011 | Troponin I, cardiac muscle (Homo sapiens) + Troponin T, cardiac muscle (Homo sapiens) + …;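 active means inhibition above the mean inhibition of all tested compounds plus 3 SD, cut at about 17% in these data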;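 further: assay run at fixed EC70 calcium of 1.6 mM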
PvdQ inh = P. aeruginosa PvdQ acylase inhibitors, primary screen, biochemical, fluorescence, plate reader and imaging, single point; PvdQ acylase [Pseudomonas aeruginosa LESB58]; purified PvdQ acylase; inhibition, % at 10 µM; 340,000 compounds, 0.063% hits; AID 488965, 2010; in the data active means inhibition above about 30%, passing the limit was not always enough; inconclusive means no clear call, values can overlap the other calls;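 further: 0% = vehicle neutral wells and 100% = reference inhibitor wells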
LANA DNA inh = inhibitors of KSHV C-LANA binding to DNA, primary screen, biochemical, fluorescence polarization, FAM-LBS DNA, MBP-C-LANA, single point; inhibition, % at 9 µM; 340,000 compounds, 0.078% hits; AID 504423, 2011;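 active means highest replicate inhibition at or above 60% at 9 µM, even if other replicates fall short; inactive means all replicates below 60% inhibition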;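 further: 0% = neutral control wells and 100% = 4 µM acridine orange control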
NSD2 inh = NSD2 histone methyltransferase inhibitors, primary screen, biochemical, AlphaScreen, single concentration, set 2 | NSD2 peptide methylation, 120 min | inhibition, % at 12.5 µM | 310,000 compounds, 0.54% hits | AID 743445, 2014; in the data active means inhibition above about 50%
The depositor's hits bear a star; u = inconclusive; x = not tested or not shown.

SMILES	Keap1-Nrf2 PPI	SR-BI DiI-HDL act	SR-BI DiI inh	Arr AP2 block	DAGLB inh	PKA-R2B activ	RTF Ca sens inh	PvdQ inh	LANA DNA inh	NSD2 inh
CCN(Cc1ccccc1)C(c1cccs1)c1nnnn1C1CCCCC1 (centres undefined)	-1	-8	8	1	-14	-11	-7	4	-0.6	-1
CCN1CCN(CCNC(=O)c2ccc(CS(=O)c3ccc(Br)cc3)o2)CC1 (centres undefined)	2	11	-11	-3	-1	1	1	-15	2.9	0
COCCn1c(Cc2ccccc2)nnc1SCC(=O)Nc1ccccc1	-2	-4	4	4	-2	8	-6	-15	-0.4	0
O=C(COc1ccc(S(=O)(=O)NC2CCCC2)cc1)N1CCCCCC1	-1	-7	7	6	-1	-6	-1	-7	-0.4	-1
COc1ccc(S(=O)(=O)N2CCCCC2)cc1N(C)S(=O)(=O)c1ccccc1	0	-35	35	4	-2	-6	-3	-6	-1.6	-7
C#CCNC(=O)C1=C[C@@H](c2ccc(Br)cc2)[C@H](CCCO)[C@@H](OCC)O1	3	-10	10	-4	-1	2	-3	-6	0.5	x
CC(=O)Nc1ccc2c(c1)N(C(C)=O)c1ccccc1CC2	-2	14	-14	35	-4	-14	0	5	0.4	-5
NS(=O)(=O)c1ccc(CCNC(=O)CSc2nc3ccsc3c(=O)n2C2CC2)cc1	-1	-11	11	3	-3	-6	-21	-8	-2.2	-2
O=C(O)CSCC(=O)Nc1cccc(C(F)(F)F)c1	1	24	-24	-8	-3	-1	-4	-8	-0.9	-7
COc1cc(OC)c(OC)cc1CNC(=O)c1cc(S(=O)(=O)N(C)c2ccccc2OC)ccc1C	0	-17	17	37	-2	-6	5	-2	0.9	2
Cc1nn(C(=O)c2cc([N+](=O)[O-])ccc2Cl)c(C)c1Br	-1	-11	11	3	-2	-2	-6	-11	-1.6	10
O=C(O)CCC(=O)Nc1ccc(-n2ccc(C(F)(F)F)n2)cc1	-6	-8	8	-5	-4	1	-5	-1	1.2	-2
CC(C)C(NCc1c(Cl)cccc1Cl)C(=O)O (centres undefined)	1	10	-10	4	2	3	-6	-2	0.1	0
CCN1C(=O)N[C@@H](c2cccc(F)c2)C(C(=O)OC)=C1C	1	5	-5	3	-4	-6	-6	0	2.7	x
O=C(N=C1SC2CS(=O)(=O)CC2N1Cc1ccccc1Cl)C1CC1 (centres undefined)	-3	2	-2	3	0	-3	5	-8	-0.6	-1
Cc1ccccc1NC(=O)Cn1c([N+](=O)[O-])cnc1C	-3	57	-57	-2	0	2	-2	-10	0.4	0
S=C(Nc1ccc(Oc2ccccc2)cc1)N(CCCN1CCOCC1)Cc1ccccn1	-1	9	-9	-2	1	-14	-11	-5	-1.5	5
COc1cc(-c2nnc(SCC(=O)N3CCOCC3)o2)cc(OC)c1OC	-2	-2	2	15	-4	-8	-22	1	-0.1	-3
COC(=O)C1C2C=CC3(CN(c4ccc(Cl)c(F)c4)C(=O)C13)O2 (centres undefined)	-6	14	-14	-6	3	2	-8	-9	0.0	x
O=C(CN1C(=O)NC2(CCCC2)C1=O)OCCOc1ccc(Cl)cc1	-4	27	-27	0	0	-1	-10	-14	-1.4	4

Eight of these compounds in a different format.
structure | Keap1-Nrf2 PPI | SR-BI DiI-HDL act | SR-BI DiI inh | Arr AP2 block | DAGLB inh | PKA-R2B activ | RTF Ca sens inh | PvdQ inh | LANA DNA inh | NSD2 inh
COc1cc(OC)c(OC)cc1CNC(=O)c1cc(S(=O)(=O)N(C)c2ccccc2OC)ccc1C | 0 | -17 | 17 | 37 | -2 | -6 | 5 | -2 | 0.9 | 2
Cc1nn(C(=O)c2cc([N+](=O)[O-])ccc2Cl)c(C)c1Br | -1 | -11 | 11 | 3 | -2 | -2 | -6 | -11 | -1.6 | 10
O=C(O)CCC(=O)Nc1ccc(-n2ccc(C(F)(F)F)n2)cc1 | -6 | -8 | 8 | -5 | -4 | 1 | -5 | -1 | 1.2 | -2
CC(C)C(NCc1c(Cl)cccc1Cl)C(=O)O (centres undefined) | 1 | 10 | -10 | 4 | 2 | 3 | -6 | -2 | 0.1 | 0
CCN1C(=O)N[C@@H](c2cccc(F)c2)C(C(=O)OC)=C1C | 1 | 5 | -5 | 3 | -4 | -6 | -6 | 0 | 2.7 | x
O=C(N=C1SC2CS(=O)(=O)CC2N1Cc1ccccc1Cl)C1CC1 (centres undefined) | -3 | 2 | -2 | 3 | 0 | -3 | 5 | -8 | -0.6 | -1
Cc1ccccc1NC(=O)Cn1c([N+](=O)[O-])cnc1C | -3 | 57 | -57 | -2 | 0 | 2 | -2 | -10 | 0.4 | 0
S=C(Nc1ccc(Oc2ccccc2)cc1)N(CCCN1CCOCC1)Cc1ccccn1 | -1 | 9 | -9 | -2 | 1 | -14 | -11 | -5 | -1.5 | 5

Continuation.
SMILES	Keap1-Nrf2 PPI	SR-BI DiI-HDL act	SR-BI DiI inh	Arr AP2 block	DAGLB inh	PKA-R2B activ	RTF Ca sens inh	PvdQ inh	LANA DNA inh	NSD2 inh
Cc1ccc(C(=O)ONc2ccc(N=NC(=O)c3ccccc3O)cc2)cc1	-1	21	-21	6	0	3	1	-12	-0.6	3
CN(C)c1ccc(NC(=O)c2ccncc2)c2ccccc12	-6	5	-5	57*	3	0	-4	15	1.6	-1
C/C(=N\Nc1cccc(C(=O)O)c1)c1cc2ccccc2o1	3	-9	9	0	4	-1	13	16	3.0	3
COc1cccc(CNC(=O)CCC2CCCN(C(=O)c3cccc4c(C)c(C)[nH]c34)C2)c1 (centres undefined)	-4	-51	51	0	-1	-6	-5	1	7.0	1
O=C(CC1SCCNC1=O)Nc1cccc(Cl)c1 (centres undefined)	6	19	-19	-9	-4	7	4	8	-0.7	0
Cc1n[nH]c(C)c1S(=O)(=O)N1CCCC(C(=O)Nc2nccs2)C1 (centres undefined)	-2	7	-7	2	2	-15	-14	7	-0.2	-3
Cc1ccc(C)c(NC(=O)CN(C)C(=O)CCN2C(=O)c3ccccc3C2=O)c1	-6	-21	21	10	1	-2	-2	11	1.3	0
CCCCN1C[C@H](CO)Oc2cccc(F)c2S1(=O)=O	-1	-13	13	17	-5	-3	4	6	-1.3	x
CCC(CC)C(=O)OCC(=O)C1(O)CCC2C3CCC4=CC(=O)CCC4(C)C3C(O)CC21C (centres undefined)	-2	-7	7	1	-2	1	-4	-15	0.8	0
O=C(CNS(=O)(=O)c1ccccc1)OCC(=O)c1c[nH]c2ccccc12	0	10	-10	76*	-1	-1	-16	-10	1.6	5
Cc1sc2nc(C(C)C)nc(SCC(=O)N3CCN(C(=O)c4ccco4)CC3)c2c1C	0	-10	10	29	-2	-2	-3	12	-0.8	1
COC(=O)CSc1nnc(-c2cccnc2)n1-c1cc(OC)cc(OC)c1	-4	1	-1	-5	-1	0	-4	-14	1.1	0
O=C(CNc1cccc(S(=O)(=O)N2CCOCC2)c1)N1CCc2ccccc21	0	12	-12	-8	0	4	-6	-8	-0.2	1
O=S(=O)(Nc1cccc(-c2ccc(N3CCCCCC3)nn2)c1)c1ccccc1F	0	7	-7	-30	4	0	-8	-12	0.4	-2
O=C(CSc1nnc(-c2cccnc2)n1-c1ccccc1)Nc1ccc2c(c1)OCO2	-6	15	-15	-8	3	7	-4	-15	0.5	-2
COc1cccc(C(=O)Nc2cccc(SC)c2)c1	-1	x	x	-3	-6	8	-1	-5	-0.2	-4
CCOC(=O)C(=O)Nc1ccccc1C(=O)Nc1ccc(OC)cc1	-6	5	-5	-7	1	-2	-3	-26	-0.6	-1
Cc1nc2c(-c3ccc(F)cc3)c(C)nn2c(C)c1CCC(=O)N1CCN(c2ccccc2)CC1	-3	5	-6	19	3	2	-10	-10	-1.0	x
C/C(CC(=O)Nc1cccc2c1CCCC2)=N\NC=O	-3	19	-19	2	-1	-14	2	13	2.2	-1
CCOc1ccc(NC(=S)NN2CCN(C)CC2)cc1	-1	8	-8	13	5	-4	-2	-8	4.0	1
Cc1ccc(CCSCC(=O)O)cn1	-6	26	-26	2	-1	-1	-5	-12	0.8	-2
O=C(NCCOc1ccccc1F)C1CC(=O)N(c2ccc3c(c2)OCCO3)C1 (centres undefined)	-4	-20	20	-11	-8	-4	-5	-12	-0.7	1
Cc1ccc(N2CC(C(=O)NCc3n[nH]c(=O)c4ccccc34)CC2=O)cc1 (centres undefined)	0	-2	2	-1	3	-5	-10	-6	-0.4	1
CC(=O)c1cccc(NC(=O)C23CC4CC(C2)CC(n2cncn2)(C4)C3)c1	-4	7	-7	-1	0	-8	-20	-20	0.4	0
Cc1ccc(-n2c(-c3ccccc3)c[n+]3c2CCc2ccccc2-3)c(C)c1	1	1	-1	46	2	-12	2	2	-0.1	2
Cc1cc(C)n(CC(=O)N/N=C/c2ccccn2)n1	5	12	-12	3	-2	-26	3	-3	0.6	-10
Clc1ccc(/C=N/Nc2nnc(-c3ncc[nH]3)c3ccccc23)cc1	2	-8	8	2	1	1	-2	-1	-1.1	2
CCCCn1c(=O)c(CCC(=O)OCC(=O)Nc2ccc(F)c(Cl)c2)nc2ccccc21	-5	6	-6	-2	-5	-4	-2	-13	-0.1	11
COc1cccc(/C=N/NC(=O)c2cccc(N3CCCC3=O)c2)c1	-4	-77	u	2	0	-1	-10	-10	1.0	-3
C=CCSc1cc(C)nc2c(-c3ccccc3)c(C)nn12	0	-14	14	40	-5	-6	7	-2	-0.6	-7
COc1ccc(OC)c(/C=C2\SC(=S)N(NS(=O)(=O)c3ccccc3)C2=O)c1	-16	-10	10	-8	18	8	-3	-4	0.7	9
